STK33 kinase inh: inhibitors of human STK33 kinase; inhibition, % at 10 µM; AID 2661; Q9BYT3; purified STK33, MBP phosphorylation, ADP-Glo luminescence; 320,000 tested, 0.073% active;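 active = inhibition at or above 25%, using the most active replicate where run in duplicate; inactive = inhibition below 25%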
Target sequence (Q9BYT3 whole entry, looked up): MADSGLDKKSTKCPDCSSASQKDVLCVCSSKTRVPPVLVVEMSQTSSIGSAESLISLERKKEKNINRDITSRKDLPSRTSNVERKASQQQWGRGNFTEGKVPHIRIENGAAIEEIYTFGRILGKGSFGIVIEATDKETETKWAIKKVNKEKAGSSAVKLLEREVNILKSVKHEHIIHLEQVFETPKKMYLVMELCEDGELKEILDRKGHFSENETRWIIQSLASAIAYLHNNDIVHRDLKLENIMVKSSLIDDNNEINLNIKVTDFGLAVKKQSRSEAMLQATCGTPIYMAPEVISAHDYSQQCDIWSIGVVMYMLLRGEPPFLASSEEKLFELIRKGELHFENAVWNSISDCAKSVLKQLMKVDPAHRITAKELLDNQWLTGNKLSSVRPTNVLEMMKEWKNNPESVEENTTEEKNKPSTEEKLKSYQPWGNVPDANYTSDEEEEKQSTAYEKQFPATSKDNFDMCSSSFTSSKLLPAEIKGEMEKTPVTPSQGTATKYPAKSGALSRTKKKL
OX1R antag-1: antagonists of human orexin 1 receptor; CHO/OX1R cells, Fluo-8 calcium fluorescence, orexin A; O43613; AID 434989; inhibition, % at 5 µM; 330,000 tested, 0.43% active;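 active = inhibition above its plate's threshold, mean inhibition of all tested compounds on the plate plus 3 SD, cut at about 37% in these data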;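 also: 0% = orexin A challenge wells and 100% = SB-334867-A antagonist wells; not every result past the cut was called active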
Target sequence (O43613 whole entry, looked up): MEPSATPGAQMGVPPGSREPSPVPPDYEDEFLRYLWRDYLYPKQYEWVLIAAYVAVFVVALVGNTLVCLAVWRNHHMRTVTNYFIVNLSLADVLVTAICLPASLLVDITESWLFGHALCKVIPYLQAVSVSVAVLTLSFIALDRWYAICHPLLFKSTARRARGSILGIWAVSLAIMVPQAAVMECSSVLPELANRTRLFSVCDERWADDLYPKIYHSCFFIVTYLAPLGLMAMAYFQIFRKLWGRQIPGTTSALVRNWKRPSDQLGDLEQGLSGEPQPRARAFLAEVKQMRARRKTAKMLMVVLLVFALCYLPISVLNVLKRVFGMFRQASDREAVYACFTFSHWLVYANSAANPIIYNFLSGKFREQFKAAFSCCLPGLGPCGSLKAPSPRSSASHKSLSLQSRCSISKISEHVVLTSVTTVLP
OX1R antag-2: blocks the human orexin 1 receptor; O43613; OX1R-expressing cells, FRET antagonist read-out; inhibition, % at 6.6 µM; 330,000 tested, 1.8% active; AID 485270; in the data active = inhibition mostly above about 38%, no sharp cut-off; inactive = mostly below about 40%;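 also: 0% = agonist challenge alone and 100% = reference antagonist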
* = called active by the depositor; / = not tested or not shown.

SMILES	STK33 kinase inh	OX1R antag-1	OX1R antag-2
COc1cc(C(=O)NCCC(c2ccccc2)c2ccccc2)cc(OC)c1OC	-0.1	-37.6	19.4
S=C(NCc1ccc2[nH]c3c(c2c1)CCCC3)Nc1ccccc1Cl	-0.3	2.7	25.4
O=S1(=O)CCN2C(Cc3ccc(SC(F)F)cc3)=CSC2=N1	-0.9	9.3	-8.0
CCN(N=O)[C@@H](Cc1ccccc1)CN(N=O)[C@@H](Cc1ccccc1)CN(C)N=O	0.5	-18.5	1.2
Cc1cccc(OC(C)C(=O)N2CCc3ccccc3C2)c1 (configuration not stated)	-1.2	-17.4	0.8
CCN(CC(=O)Nc1ccc(NC(C)=O)cc1)C(=O)CCCc1nc2ccccc2s1	-0.1	6.5	8.1
CCC(=O)Nc1cccc(C(=O)c2ccc(C)c(C)c2)c1	-0.1	-22.9	47.9
COc1ccc(S(=O)(=O)NCCCCC(=O)O)cc1C(=O)O	-0.4	-5.2	18.2
CN(C(=O)COc1ncnc2sccc12)C1CCCCC1	-2.9	-7.1	4.6
Cc1cccc(CCNS(=O)(=O)c2ccc3c(c2)NC(=O)C(C)S3)c1 (configuration not stated)	-2.3	-22.8	34.1
C/C(=N\Nc1ccc(F)cc1)c1ccc(N2CCOCC2)c(F)c1	-3.7	-6.1	5.0
NS(=O)(=O)c1ccc(NC(=O)COC(=O)CC2Sc3ccccc3NC2=O)cc1 (configuration not stated)	-0.9	-10.7	7.5
CSCC[C@H](NC(=O)c1ccc(Br)o1)c1nnc2ccccn12	-1.8	-17.5	4.1
COCCCNc1cc(C)nc2ccccc12	1.2	8.5	18.1
CC(C)(C)NC(=O)C(c1cccs1)N(CC1CCCO1)C(=O)c1ccc(-c2ccccc2)[nH]1 (configuration not stated)	-0.2	-35.7	28.0
C/C(=N\N(Cc1ccccc1)c1ccccc1)c1cccnc1	-0.8	-37.4	33.4
Cc1ccccc1NC(=O)C1(C)Cc2ccccc2C(=O)O1 (configuration not stated)	-0.8	-0.9	14.1
COc1cc(C(C)=O)ccc1OCC(O)CN1CCN(c2ccc(C)c(C)c2)CC1 (configuration not stated)	-0.1	-20.2	4.9
CN(CC(=O)Nc1cccc(F)c1)C(=O)c1ccc(OCC2CCCO2)cc1 (configuration not stated)	-3.0	-7.7	14.0
O=C(CC(Nc1ccccc1)c1ccccc1)C1CC1 (configuration not stated)	-2.2	-16.7	21.1
CCCCCCn1c(C)nc2c(c1=O)c1nc3ccccc3nc1n2/N=C/c1ccco1	-0.5	-34.1	6.3
CCc1ccc(N2NC(=O)/C(=C/C=C/c3ccco3)C2=O)cc1	0.8	-11.0	6.8
O=C(CCn1c(=O)oc2ccccc21)NCc1ccco1	-1.1	-15.8	0.4
O=C(c1ccc2nc(-c3ccccc3)c(-c3ccccc3)nc2c1)N1CCCCC1	0.4	-25.0	16.3
CN(CC(=O)NC1CCCCC1)S(=O)(=O)c1cccc2cccnc12	0.7	-10.3	9.3
C=CCSc1nnc(NC(=O)CCN2C(=O)C3CC=CCC3C2=O)s1 (configuration not stated)	0.1	-23.0	5.2
c1ccc(CSc2nnc3ccc(-c4ccncc4)nn23)nc1	-1.4	5.2	30.4
CCO[C@H]1OC(C(=O)NC2CC2)=C[C@@H](c2csc3ccccc23)[C@@H]1CCCO	-1.9	-24.6	18.9
COc1ccccc1NC(=O)CN1CCN(CC(=O)Nc2ccc3c(c2)OCO3)CC1	0.8	-20.8	23.1
Cc1ccc2c(c1)C=CC(C)(C)S2=O (configuration not stated)	9.9	-11.2	13.3

Another view of part of the listing above.
Second line of a record – STK33 kinase inh, OX1R antag-1, OX1R antag-2
- Cc1ccccc1NC(=O)C1(C)Cc2ccccc2C(=O)O1 (configuration not stated)
  -0.8, -0.9, 14.1
- COc1cc(C(C)=O)ccc1OCC(O)CN1CCN(c2ccc(C)c(C)c2)CC1 (configuration not stated)
  -0.1, -20.2, 4.9

Remaining list, next part:
SMILES	STK33 kinase inh	OX1R antag-1	OX1R antag-2
Cc1ccc(-c2csc3nnc(SCc4csc(C)n4)n23)cc1	1.1	-17.5	12.5
CC(=O)Nc1nc(C)nc(-c2ccccc2OC(C)=O)n1	0.7	1.6	9.0
CN(C(=O)COC(=O)/C=C/c1ccc(F)cc1)c1c(N)n(Cc2ccccc2)c(=O)[nH]c1=O	0.0	-7.3	5.1
CCCCOc1ccc(C(=O)NNC(=O)C2C3C=CC(C3)C2C(=O)O)cc1 (configuration not stated)	1.2	-21.4	1.0
N#Cc1c(-c2ccco2)cc(-c2ccccn2)nc1N	0.6	4.1	73.5*
CCC(C)C(NC(=O)[C@@H](NC(=O)c1ccccc1F)C(C)C)C(=O)OC (some centres not stated)	-1.2	-27.0	12.6
O=C(NCc1cccnc1)c1cccc(F)c1	-1.0	-12.2	19.5
Cc1nc(-c2ccc(S(=O)(=O)Oc3ccc(Cl)cc3Cl)s2)cs1	-0.4	-28.0	8.7
O=C(Cc1ccc(Cl)cc1)Nc1cc(Cl)ccn1	-1.4	-9.4	4.6
COc1cccc(/C=N/NC(=O)c2ccc(N(C)S(=O)(=O)c3ccccc3)cc2)c1OC	-2.0	-8.8	11.9
CC(C)N1CCC(NC(=O)NC2CCCCC2)CC1	-0.8	-2.0	3.9
Cc1cc([N+](=O)[O-])ccc1NC(=O)C(C)[n+]1ccccc1 (configuration not stated)	-0.6	0.3	20.5
Cc1ccc(CN2CCN(CC3CC4C=CC3C4)CC2)cc1 (configuration not stated)	-0.6	-24.8	11.0
Cc1ccc(NC(=O)CN(C)C(=O)c2ccccc2OCc2c(C)noc2C)cc1	-1.7	-22.9	9.2
Cc1noc(/C=C/Nc2ccc(F)cc2F)c1[N+](=O)[O-]	/	-7.5	33.6
O=C(Nc1nc2c(Cl)cccc2s1)C1CC1	3.6	-1.7	11.3
COc1ccc(Cl)cc1NC(=S)Nc1cccc(C)c1	-0.1	-15.3	22.6
O=C(/C=C/c1ccc(-c2ccc(F)cc2)o1)N1CCCC1	-0.5	-30.2	16.1
COc1ccc(-c2cc(C(=O)NCc3ccc(Cl)cc3)no2)cc1OC	-0.4	-13.3	13.8
Cc1ccc(OCC(=O)N(C)CC(=O)Nc2ccc(N3CCOCC3)cc2)cc1	-0.8	-18.3	5.9
O=C(CSc1ncn[nH]1)Nc1cc(S(=O)(=O)N2CCCC2)ccc1Cl	1.0	-13.6	17.1
COc1ccc(CC(=O)OCc2cc3ccc(C)cc3[nH]c2=O)cc1	-0.2	-24.5	11.1
O=C(O)c1ccc(N=N/C(=N\Nc2ccc(C(=O)O)cc2)c2ccccc2)cc1	4.9	-14.0	23.9
O=C1CC(c2cccs2)CC2=C1C(c1ccccc1)n1ncnc1N2 (configuration not stated)	0.1	-27.3	17.4
CCOC(=O)C[n+]1c(C)sc2ccc(OC)cc21	0.3	-32.1	13.1
Cc1cccc(C(=O)Nc2nnc(S(=O)(=O)N3CCOCC3)s2)c1	-0.1	-3.2	7.3
Cc1cccc(OCC(O)Cn2c(=N)n(CCN3CCCCC3)c3ccccc32)c1 (configuration not stated)	-1.6	-12.4	18.5
CC1CCN(C(=O)COC(=O)c2nn(C)c(=O)c3ccccc23)CC1	-4.2	-19.9	20.2
Cc1ccc(CNS(=O)(=O)c2c(N)n(C)c(=O)n(C)c2=O)cc1	-0.8	-0.9	16.3
CCc1nc2sc3c(c2c(=O)n1CCO)CCC3	0.1	-9.5	8.0
C=CCSc1nnc(-c2cccnc2)o1	-0.8	-3.9	7.4
COC(=O)c1ccccc1S(=O)(=O)N1CCC(C(=O)NC2=NCCS2)CC1	-1.9	-1.1	0.7
CCOCCCn1c(=N)c(C(N)=S)cc2c(=O)n3cccc(C)c3nc21	0.4	-12.8	86.8*
CCOc1ccc(NC(=O)c2cc3cc4ccc(OC)cc4nc3o2)cc1	-0.5	-32.2	9.8
CCOc1ccc(NC(=O)C2CCCN(c3c(CC)c(C)nc4ncnn34)C2)cc1 (configuration not stated)	0.3	-32.4	20.1
COc1ccc(CCN(C)C2CCCN(C(=O)Cn3cnnn3)C2)cc1OC (configuration not stated)	-1.9	-8.7	21.8
CCc1cc(=O)oc2cc3occ(C)c3cc12	4.6	-22.4	12.4
CC(C)Cc1nc2sc3c(NCc4ccco4)ncnc3c2c2c1COC(C)(C)C2	-0.3	-29.7	14.8
O=C(COC(=O)c1ccc(NS(=O)(=O)c2cccs2)cc1O)NC1CCCCC1	-1.0	-3.5	9.2
Cc1ccc(S(=O)(=O)N(CC(O)CN2C(=O)NC(C)(C)C2=O)c2cccc([N+](=O)[O-])c2)cc1 (configuration not stated)	11.6	-45.4	18.6
COc1ccc(NC(=O)N2CCCC2C(=O)Nc2ccccc2F)cc1 (configuration not stated)	-1.6	8.8	13.8
CCOc1ccc(N2C(=O)CC(N(Cc3ccco3)C(C)=O)C2=O)cc1 (configuration not stated)	-0.1	-19.0	18.1
Cn1cccc1/C=C(\C#N)c1ccccc1	-1.9	-9.7	5.3
O=C(COC(=O)c1cccc(S(=O)(=O)N2CCCC2)c1)NCc1ccccc1	-1.9	-23.7	17.3
O=C(COc1ccc(Cl)cc1)Nc1ccc(CN2CCOCC2)cc1	2.2	-7.7	5.4

Given with values ahead of the structure: entries from further up.
STK33 kinase inh,OX1R antag-1,OX1R antag-2,compound
-1.9,-8.7,21.8,COc1ccc(CCN(C)C2CCCN(C(=O)Cn3cnnn3)C2)cc1OC (configuration not stated)
-0.3,-29.7,14.8,CC(C)Cc1nc2sc3c(NCc4ccco4)ncnc3c2c2c1COC(C)(C)C2
0.3,-32.4,20.1,CCOc1ccc(NC(=O)C2CCCN(c3c(CC)c(C)nc4ncnn34)C2)cc1 (configuration not stated)
-1.6,8.8,13.8,COc1ccc(NC(=O)N2CCCC2C(=O)Nc2ccccc2F)cc1 (configuration not stated)
-1.9,-23.7,17.3,O=C(COC(=O)c1cccc(S(=O)(=O)N2CCCC2)c1)NCc1ccccc1

Continuation:
SMILES	STK33 kinase inh	OX1R antag-1	OX1R antag-2
CCCc1cc(=O)[nH]c(SCC(=O)c2c(C)[nH]c3ccccc23)n1	-0.1	-5.9	13.3
COCCNC(=S)N1CCN(C)CC1	0.6	-11.1	9.5
OC(COc1ccc2c(c1)CCC2)Cn1cnc2ccccc21 (configuration not stated)	-1.0	7.4	53.4
COc1cc(NC(=O)c2ccccc2)c(OC)cc1NC(C)=O	0.0	-26.7	21.5
CC(=Nc1ccccc1O)c1sc2ccccc2c1O	1.1	34.1	30.3
CCC(C)c1ccc(OCCCCN2CCOCC2)cc1 (configuration not stated)	5.7	-13.3	27.7
C[C@H](CO)N1C[C@H](C)[C@@H](CN(C)Cc2ccncc2)Oc2ccc(NC(=O)Cn3cnnn3)cc2C1=O	0.1	-4.6	9.3
CCOc1ccccc1NC(=O)c1ccccc1N(C)S(C)(=O)=O	0.7	-12.9	14.5
COc1ccc(C(=O)NC(=S)NCc2ccco2)cc1Br	0.4	-21.7	28.2
COc1ccc(C(=O)Cn2nnc(-c3ccccc3NC(=O)C3CC3)n2)cc1	-0.4	-17.7	4.7
Cc1cc(F)ccc1S(=O)(=O)NCC(c1ccc2c(c1)OCO2)N1CCOCC1 (configuration not stated)	-2.6	-22.8	28.9
Cc1ccc(C)c(NC(=O)COc2cccc3c2CCN(Cc2ccccc2)C3=O)c1	-0.4	-39.9	5.5
CCC(C)c1ccc(C(CC)NC(=O)C2CCCO2)cc1 (configuration not stated)	-0.5	-4.3	1.8
Cc1ccc(C)c(S(=O)(=O)N2CCCOC2CNC(=O)C(=O)NCCc2ccccc2)c1 (configuration not stated)	0.1	-1.2	54.0*
CCCc1c(C(=O)N/N=C/c2cccc3ccccc23)nnn1-c1nonc1N	1.8	4.5	30.5
Cn1c(=O)[nH]c(=O)c2c1nc(SCC(=O)Nc1ccccc1)n2Cc1ccccc1	0.5	-63.6	8.0
Cn1c(=O)c2[nH]cnc2n(C)c1=O	-0.6	-8.5	14.0
C#CCOC(=O)Nc1cccn(Cc2c(Cl)cccc2Cl)c1=O	-2.1	-14.3	19.7
CCCCCC(=O)Nc1ccc(-c2csc(C)n2)cc1	-5.3	-23.1	20.8
COc1ccc(NC2=CC(=O)CC(c3ccccc3)C2)c(OC)c1 (configuration not stated)	-1.0	-14.7	9.6
COc1ccc(CCNC(=O)c2ccc(CNc3nc(=S)[nH]c4ccccc34)cc2)cc1OC	0.0	-11.4	11.4
COc1cccc(NC(=O)C2CCN(C(=O)[C@@H]3Cc4ccccc4CN3C(=O)OC(C)(C)C)CC2)c1	-0.1	-15.5	5.0
O=C(O)/C=C/C(=O)Nc1ccc(F)cc1F	0.5	-0.9	12.3
COC(=O)CSc1nc2ccccc2c(=O)n1Cc1ccccc1	-0.3	-21.1	59.3
CN(C)Cc1c(O)ccc2cc(-c3nc4ccccc4n3C)c(=O)oc12	1.7	-11.9	43.3*
COc1ccc(-c2nnc(SCc3nc4ccccc4c(=O)[nH]3)o2)cc1	-3.6	0.5	10.8
Cc1cccc(COCC(Cc2ccccc2)N2CCN(C(=O)c3cccc(Cl)c3)CCC2=O)c1 (configuration not stated)	1.0	-28.2	22.0
CC1CCc2c(sc3nc(SCC(=O)NCc4ccco4)nc(N)c23)C1 (configuration not stated)	-0.4	-11.0	34.8
O=C(NC1CCCCC1)C(c1cc2c(cc1[N+](=O)[O-])OCO2)N1CCCCC1 (configuration not stated)	-1.3	-16.5	17.6
Cc1c(C(=O)OCc2ccccc2)[nH]c2c1C(=O)CC(c1ccco1)C2 (configuration not stated)	2.7	-25.1	9.9
O=[N+]([O-])CC1(n2nc3ccccc3n2)CCCCC1	-0.3	-12.4	19.4
Cc1ccc(/C(O)=C2/C(=O)C(=O)N(c3ccccn3)C2c2cccc([N+](=O)[O-])c2)cc1 (configuration not stated)	1.7	-3.6	1.8
CN(Cc1cccnc1)Cc1cn(Cc2ccccc2)nc1-c1ccc2c(c1)OCO2	0.3	-28.6	34.6
